Bioassay records (PubChem BioAssay)
BioA inh: BioA (M. tuberculosis) enzyme inhibition; actives 0.096% (n = 360,000); AID 602481; inhibition, % at 9.99 µM; purified M. tuberculosis BioA enzyme, plate reader; in the data active = inhibition above about 40%
Starred values were filed as active, the others as inactive.

SMILES	BioA inh
C[C@H]1CN([C@@H](C)CO)C(=O)c2cccc(NS(=O)(=O)c3cn(C)cn3)c2O[C@@H]1CN(C)Cc1ccc(Oc2ccccc2)cc1	-0.3
CCC(=O)Nc1ccc2c(c1)C(=O)N(C)C[C@H](OC)[C@@H](C)CN(Cc1ccccc1)[C@H](C)CO2	-1.1
CC(C)(C)[S@](=O)N1Cc2cc(C(=O)NCCc3ccncc3)nc(-c3cccc(-c4cccnc4)c3)c2[C@@H]1CCO	4.6
CCC(=O)Nc1ccc2c(c1)C(=O)N(C)C[C@H](OC)[C@@H](C)CN(C(=O)c1ccc(F)cc1)[C@H](C)CO2	-0.8
COCC(=O)Nc1ccc2c(c1)C(=O)N(C)C[C@@H](OC)[C@H](C)CN(CC1CCCCC1)[C@H](C)CO2	15
O=C(C[C@H]1C[C@@H]2c3cc(NC(=O)C4CCOCC4)ccc3O[C@@H]2[C@H](CO)O1)NCc1cccc(F)c1	-2.3
COc1ccc(NC(=O)Nc2ccc3c(c2)C(=O)N([C@H](C)CO)C[C@H](C)[C@H](CN(C)Cc2ccccc2)OCCCC[C@@H](C)O3)cc1	0.2
O=C(C[C@H]1C[C@H]2c3cc(NC(=O)Nc4ccc(F)cc4)ccc3O[C@H]2[C@@H](CO)O1)NC1CCCCC1	-1.5
Cc1noc(C)c1S(=O)(=O)Nc1ccc2c(c1)C(=O)N([C@H](C)CO)C[C@@H](C)[C@H](CN(C)Cc1ccccc1)OCCCC[C@H](C)O2	4.2
COc1ccc(NC(=O)N(C)C[C@@H]2OCCCC[C@@H](C)Oc3ccc(NS(=O)(=O)c4c(C)noc4C)cc3C(=O)N([C@@H](C)CO)C[C@H]2C)cc1	1.4
O=C(C[C@@H]1C=C[C@@H](NC(=O)c2ccc3c(c2)OCO3)[C@H](CO)O1)NCc1ccc(Cl)cc1	-2.4
Cc1noc(C)c1NC(=O)Nc1ccc2c(c1)C(=O)N([C@H](C)CO)C[C@@H](C)[C@H](CN(C)C(=O)Nc1ccccc1)OCCCC[C@@H](C)O2	0.1
C[C@@H]1CCCCO[C@@H](CN(C)C(=O)Nc2ccccc2)[C@H](C)CN([C@@H](C)CO)C(=O)c2cc(NC(=O)Nc3cccc4ccccc34)ccc2O1	0.6
C[C@H]1CCCCO[C@H](CN(C)S(=O)(=O)c2ccccc2)[C@@H](C)CN([C@@H](C)CO)C(=O)c2cc(NC(=O)CCCN(C)C)ccc2O1	-0.4
O=C([C@H]1[C@H](CO)[C@H]2Cn3c(ccc(-c4cccnc4)c3=O)[C@H]2N1CCC(F)(F)F)N1CCOCC1	0.1
C[C@@H]1CCCCO[C@@H](CN(C)C(=O)CCC(F)(F)F)[C@@H](C)CN([C@H](C)CO)C(=O)c2cc(NS(=O)(=O)c3ccc(Cl)cc3)ccc2O1	2.1
C[C@H]1CN([C@@H](C)CO)C(=O)c2cc(C3=CCCCC3)cnc2O[C@H]1CN(C)C(=O)c1cccc(F)c1	4.4
CO[C@@H]1CN(C)C(=O)c2ccc(NC(=O)C3CCOCC3)cc2OC[C@@H](C)N(C(=O)Nc2ccc(C(F)(F)F)cc2)C[C@H]1C	1.0
C[C@@H]1CN([C@H](C)CO)C(=O)c2cc(NC(=O)C3CCCCC3)ccc2O[C@H]1CN(C)C(=O)Nc1ccc(F)cc1	1.2
C[C@@H](NC(=O)C[C@@H]1CC[C@@H](NC(=O)Nc2ccc3c(c2)OCO3)[C@@H](CO)O1)c1ccccc1	3.3
C[C@H](CO)N1C[C@H](C)[C@@H](CN(C)C(=O)Nc2cccc3ccccc23)Oc2c(NS(=O)(=O)c3cccs3)cccc2C1=O	0.2
C[C@H](CO)N1C[C@H](C)[C@@H](CN(C)S(=O)(=O)c2ccc(F)cc2)Oc2cc(-c3cccc(F)c3)ccc2S1(=O)=O	2.2
CNC[C@H]1Oc2c(NS(=O)(=O)c3c(C)noc3C)cccc2C(=O)N([C@H](C)CO)C[C@H]1C	-1.1
COc1ccc(NC(=O)Nc2ccc3c(c2)CC(=O)N([C@H](C)CO)C[C@H](C)[C@@H](CN(C)CC2CCCCC2)O3)cc1	-1.3
C[C@@H]1CN([C@H](C)CO)S(=O)(=O)c2ccc(C#Cc3cccnc3)cc2O[C@H]1CN(C)CC1CCOCC1	5.5
C[C@H]1CN([C@@H](C)CO)C(=O)c2cc(NC(=O)NC3CCCCC3)ccc2O[C@@H]1CN(C)Cc1ccccc1	0.7
C[C@@H]1CN([C@@H](C)CO)C(=O)c2cc(-c3cccnc3)cnc2O[C@H]1CN(C)C(=O)C1CCOCC1	0.9
COCC#Cc1ccc2c(c1)O[C@@H](CN(C)C(=O)C1CCC1)[C@@H](C)CN([C@H](C)CO)S2(=O)=O	-2.8
O=C(C[C@H]1CC[C@H]2[C@@H](COC[C@H](O)CN2Cc2cccc(C(F)(F)F)c2)O1)NCc1ccc(F)cc1	-0.3
N#C[C@@H]1[C@H](c2ccc(-c3ccc(F)cc3)cc2)[C@H](CO)N1c1nc(-c2ccccc2)cs1	-1.0
O=C(NCC[C@H]1CC[C@H](NS(=O)(=O)Cc2ccccc2)[C@H](CO)O1)C1CCOCC1	2.2
Cc1noc(C)c1S(=O)(=O)Nc1ccc2c(c1)CC(=O)N([C@H](C)CO)C[C@@H](C)[C@H](CN(C)CC1CCCCC1)O2	-2.2
COCC(=O)Nc1ccc2c(c1)OC[C@@H](C)NC[C@H](C)[C@@H](OC)CN(C)C2=O	-2.4
O=C(C[C@H]1C[C@H]2c3cc(NC(=O)C4CCOCC4)ccc3O[C@H]2[C@H](CO)O1)NCCc1ccccc1	-1.8
COc1ccc(CN(C)C[C@@H]2Oc3ccc(NC(=O)Nc4ccc(OC)cc4)cc3C(=O)N([C@H](C)CO)C[C@H]2C)cc1	1.5
CO[C@@H]1CN(C)C(=O)c2cc(NC(=O)Nc3ccccc3)ccc2OC[C@H](C)N(C(C)=O)C[C@H]1C	7.5
Cc1ccccc1-c1ccc([C@@H]2[C@H](CO)N3CCCCN(C(=O)Nc4ccc(F)cc4)C[C@@H]23)cc1	0.2
COc1ccccc1-c1ccc([C@H]2[C@H]3CN(S(=O)(=O)c4cn(C)cn4)CCCCN3[C@H]2CO)cc1	-0.4
CCCNC(=O)N[C@@H]1CC[C@@H](CC(=O)N2CCN(C)CC2)O[C@H]1CO	-2.9
COc1ccc(S(=O)(=O)Nc2ccc3c(c2)C(=O)N([C@@H](C)CO)C[C@@H](C)[C@@H](CN(C)Cc2ccc(Cl)c(Cl)c2)O3)cc1	-0.2
CCC(=O)Nc1ccc2c(c1)OC[C@H](C)N(Cc1ccccc1)C[C@H](C)[C@@H](OC)CN(C)C2=O	-2.5
CN1C(=O)c2cc(NC(=O)c3cnccn3)ccc2OC[C@@H]2O[C@@H](CC(=O)O)CC[C@@H]21	0.8
COc1cccc(CNC(=O)C[C@H]2C=C[C@@H](NS(=O)(=O)c3ccccc3OC)[C@H](CO)O2)c1	1.9
C[C@H]1CN([C@@H](C)CO)S(=O)(=O)c2ccc(C#CC3CCCCC3)cc2O[C@@H]1CN(C)C(=O)Cc1ccncc1	0.7
C[C@H]1CN([C@@H](C)CO)C(=O)c2cc(NC(=O)CCN3CCOCC3)ccc2O[C@@H]1CN(C)C(=O)Nc1ccc2c(c1)OCO2	-0.5
C[C@@H]1CN([C@@H](C)CO)C(=O)CCCn2nncc2CO[C@@H]1CN(C)Cc1cccc2c1OCCCO2	-1.1
C[C@@H]1CN([C@@H](C)CO)C(=O)c2cccc(NS(C)(=O)=O)c2O[C@H]1CN(C)Cc1ccncc1	-2.1
COCC(=O)Nc1ccc2c(c1)C(=O)N(C)C[C@@H](OC)[C@@H](C)CN(CC1CC1)[C@@H](C)CO2	0.2
C[C@@H]1CCCCO[C@H](CN(C)C(=O)Nc2ccc3c(c2)OCO3)[C@H](C)CN([C@@H](C)CO)C(=O)c2cc(NC(=O)Nc3ccc4c(c3)OCO4)ccc2O1	-0.7
C/C=C/c1ccc([C@@H]2[C@@H](C#N)N(c3nc(CC)cs3)[C@@H]2CO)cc1	0.4
COc1cccc(CNC(=O)C[C@H]2CC[C@@H](NS(=O)(=O)c3ccccc3OC)[C@@H](CO)O2)c1	0.7
C[C@@H]1CN([C@@H](C)CO)C(=O)Cc2cc(NC(=O)C3CCCCC3)ccc2O[C@H]1CN(C)S(=O)(=O)c1ccc(F)cc1	0.0
O=C(Nc1ccc(Cl)c(Cl)c1)N[C@@H]1CC[C@H](CCNC(=O)c2ccc(F)cc2)O[C@@H]1CO	0.9
CCNC(=O)C[C@H]1CC[C@@H]2[C@H](COc3ccc(NC(=O)Cc4cccs4)cc3C(=O)N2C)O1	-0.9
CO[C@H]1CN(C)C(=O)c2ccc(NC(=O)Nc3cc(Cl)cc(Cl)c3)cc2OC[C@@H](C)NC[C@@H]1C	-2.0
CO[C@@H]1CN(C)C(=O)c2ccc(NC(=O)c3nc4ccccc4s3)cc2OC[C@H](C)N(Cc2ccncc2)C[C@@H]1C	-4.0
COCC(=O)Nc1ccc2c(c1)[C@H]1C[C@H](CC(=O)NC3CCCCC3)O[C@H](CO)[C@H]1O2	-0.7
COc1ccc(NC(=O)Nc2ccc3c(c2)C(=O)N([C@H](C)CO)C[C@@H](C)[C@H](CN(C)S(=O)(=O)c2ccccc2)OCCCC[C@@H](C)O3)cc1	-3.1
CC(=O)N(C)C[C@H]1Oc2cc(C#CC(C)C)ccc2S(=O)(=O)N([C@H](C)CO)C[C@@H]1C	-2.3
CCCC#Cc1ccc([C@@H]2[C@@H](CO)N3CCCCN(S(C)(=O)=O)C[C@H]23)cc1	2.6

11 structures from above, arranged by SMILES length, low to high:
SMILES	BioA inh
CCCC#Cc1ccc([C@@H]2[C@@H](CO)N3CCCCN(S(C)(=O)=O)C[C@H]23)cc1	2.6
COCC(=O)Nc1ccc2c(c1)[C@H]1C[C@H](CC(=O)NC3CCCCC3)O[C@H](CO)[C@H]1O2	-0.7
O=C(Nc1ccc(Cl)c(Cl)c1)N[C@@H]1CC[C@H](CCNC(=O)c2ccc(F)cc2)O[C@@H]1CO	0.9
COCC(=O)Nc1ccc2c(c1)C(=O)N(C)C[C@@H](OC)[C@@H](C)CN(CC1CC1)[C@@H](C)CO2	0.2
O=C(C[C@H]1C[C@H]2c3cc(NC(=O)C4CCOCC4)ccc3O[C@H]2[C@H](CO)O1)NCCc1ccccc1	-1.8
O=C(C[C@H]1C[C@@H]2c3cc(NC(=O)C4CCOCC4)ccc3O[C@@H]2[C@H](CO)O1)NCc1cccc(F)c1	-2.3
COc1ccc(NC(=O)Nc2ccc3c(c2)CC(=O)N([C@H](C)CO)C[C@H](C)[C@@H](CN(C)CC2CCCCC2)O3)cc1	-1.3
C[C@@H]1CN([C@@H](C)CO)C(=O)Cc2cc(NC(=O)C3CCCCC3)ccc2O[C@H]1CN(C)S(=O)(=O)c1ccc(F)cc1	0.0
Cc1noc(C)c1S(=O)(=O)Nc1ccc2c(c1)C(=O)N([C@H](C)CO)C[C@@H](C)[C@H](CN(C)Cc1ccccc1)OCCCC[C@H](C)O2	4.2
COc1ccc(NC(=O)N(C)C[C@@H]2OCCCC[C@@H](C)Oc3ccc(NS(=O)(=O)c4c(C)noc4C)cc3C(=O)N([C@@H](C)CO)C[C@H]2C)cc1	1.4
C[C@@H]1CCCCO[C@H](CN(C)C(=O)Nc2ccc3c(c2)OCO3)[C@H](C)CN([C@@H](C)CO)C(=O)c2cc(NC(=O)Nc3ccc4c(c3)OCO4)ccc2O1	-0.7

New compounds follow:
SMILES	BioA inh
COc1ccc(NC(=O)Nc2ccc3c(c2)CC(=O)N([C@@H](C)CO)C[C@@H](C)[C@@H](CN(C)Cc2ccc4c(c2)OCO4)O3)cc1	-0.3
C[C@H]1CN([C@@H](C)CO)C(=O)Cc2cc(NS(C)(=O)=O)ccc2O[C@@H]1CN(C)C(=O)Nc1ccc(C(F)(F)F)cc1	0.8
CO[C@H]1CN(C)C(=O)c2cc(NC(=O)NC(C)C)ccc2OC[C@@H](C)N(Cc2ccccn2)C[C@@H]1C	-1.2
CC(C)NC(=O)N[C@H]1CC[C@@H](CCn2cc(-c3ccccc3)nn2)O[C@@H]1CO	-0.9
Cc1ccccc1S(=O)(=O)N[C@H]1CC[C@H](CCNS(=O)(=O)c2cccc(F)c2)O[C@H]1CO	3.1
O=C(Nc1ccc2c(c1)[C@@H]1C[C@H](CC(=O)N3CCCCC3)O[C@@H](CO)[C@@H]1O2)NC1CCCC1	-1.9
Cc1noc(C)c1NC(=O)Nc1ccc2c(c1)CC(=O)N([C@H](C)CO)C[C@@H](C)[C@H](CN(C)Cc1ccc(Oc3ccccc3)cc1)O2	-0.8
CC(C)NC(=O)N(C)C[C@H]1Oc2ccc(NS(=O)(=O)c3ccc(F)cc3)cc2C(=O)N([C@H](C)CO)C[C@H]1C	-1.6
C[C@H]1CN([C@@H](C)CO)C(=O)c2cc(NC(=O)Cn3cnnn3)ccc2O[C@H]1CN(C)Cc1ccc2c(c1)OCO2	0.2
CCCNC(=O)N(C)C[C@@H]1Oc2ncc(C#C[C@H](C)O)cc2C(=O)N([C@@H](C)CO)C[C@H]1C	-1.0
Cc1ccc(S(=O)(=O)Nc2ccc3c(c2)C(=O)N([C@H](C)CO)C[C@H](C)[C@@H](CN(C)C(=O)CCCN(C)C)OCCCC[C@@H](C)O3)cc1	0.3
CCNC(=O)C[C@H]1CC[C@H]2[C@@H](COC[C@@H](O)CN2C(=O)CC)O1	-1.8
CO[C@@H]1CN(C)C(=O)c2ccc(NC(=O)C3CC3)cc2OC[C@H](C)N(Cc2ccncc2)C[C@@H]1C	3.3
O=C(C[C@H]1C[C@@H]2c3cc(NC(=O)Nc4ccccc4)ccc3O[C@@H]2[C@H](CO)O1)NC1CCCCC1	-1.5
CO[C@H]1CN(C)C(=O)c2cc(NC(=O)NC3CCCCC3)ccc2OC[C@@H](C)N(CC2CC2)C[C@H]1C	1.4
O=S(=O)(c1cccs1)N1CCCCN2[C@@H](CO)[C@H](c3ccc(C4=CCCC4)cc3)[C@@H]2C1	-2.9
C[C@H]1CN([C@@H](C)CO)C(=O)c2cc(C#Cc3cccnc3)cnc2O[C@H]1CN(C)Cc1cccnc1	13
Cc1ccccc1S(=O)(=O)N1CCCCN2[C@H](C1)[C@@H](c1ccc(C#CCN(C)C)cc1)[C@@H]2CO	4.3
COc1ccc(NC(=O)Nc2ccc3c(c2)C(=O)N([C@@H](C)CO)C[C@@H](C)[C@H](CN(C)S(=O)(=O)c2ccc(F)cc2)OCCCC[C@@H](C)O3)cc1	0.2
Cc1ccccc1S(=O)(=O)N1[C@@H]2Cn3c(ccc(-c4cccnc4)c3=O)[C@H]1[C@@H](C(=O)O)[C@@H]2CO	-3.5

These rows are one share of the data; the hit share may differ from the screen's.
